# High-throughput results deposited in PubChem BioAssay by National Center for Advancing Translational Sciences (NCATS).
# KAT2A inh: qHTS Assay for Inhibitors of GCN5L2. Histone acetyltransferase KAT2A (Homo sapiens), Q92830. GCN5L2 HAT assay, ThioGlo1 CoA-SH fluorescence. Potency, µM (top dose mostly 58.9 µM), without a hit: at the highest dose activity change, negative = inhibition, most hits filed as inhibitors. 390,000 compounds, 0.21% hits. AID 504327, 2011
# Target sequence (Q92830 whole entry, looked up): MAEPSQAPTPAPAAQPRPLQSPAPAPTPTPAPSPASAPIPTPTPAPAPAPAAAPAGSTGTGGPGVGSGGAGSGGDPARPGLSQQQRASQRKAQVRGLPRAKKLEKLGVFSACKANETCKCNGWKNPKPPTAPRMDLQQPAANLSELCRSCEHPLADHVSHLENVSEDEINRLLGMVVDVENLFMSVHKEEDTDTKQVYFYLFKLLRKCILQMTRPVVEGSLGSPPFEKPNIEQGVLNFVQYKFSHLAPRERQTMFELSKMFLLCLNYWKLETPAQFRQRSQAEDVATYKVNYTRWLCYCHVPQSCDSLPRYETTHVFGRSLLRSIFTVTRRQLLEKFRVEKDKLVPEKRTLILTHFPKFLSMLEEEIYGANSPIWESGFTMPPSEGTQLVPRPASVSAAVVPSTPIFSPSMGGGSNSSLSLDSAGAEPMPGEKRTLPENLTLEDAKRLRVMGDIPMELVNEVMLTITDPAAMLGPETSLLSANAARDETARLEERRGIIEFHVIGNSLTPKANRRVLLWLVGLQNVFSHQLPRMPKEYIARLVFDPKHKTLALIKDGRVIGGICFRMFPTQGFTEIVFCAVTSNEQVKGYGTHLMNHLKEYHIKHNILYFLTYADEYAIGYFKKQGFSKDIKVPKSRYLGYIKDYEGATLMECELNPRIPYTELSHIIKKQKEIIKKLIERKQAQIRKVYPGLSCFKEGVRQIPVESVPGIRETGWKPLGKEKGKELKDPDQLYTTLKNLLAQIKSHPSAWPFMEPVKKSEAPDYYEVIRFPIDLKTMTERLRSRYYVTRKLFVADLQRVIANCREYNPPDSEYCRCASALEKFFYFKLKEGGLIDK
#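 GCN5L2 (20 nM) in 50mM HEPES pH 7.5, 0.1mM EDTA, 0.01% Tween-20 preincubated 15 min with compounds at room temperature. Reaction started with H3(1-25) 75uM, acetyl-CoA 70uM, ThioGlo1 50uM; CoA-thiol fluorescence (Ex340/Em540) read at 0 and 20 min.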
# TDP1 cell noCPT: qHTS for Inhibitors of human tyrosyl-DNA phosphodiesterase 1 (TDP1): qHTS in cells in absence of CPT. 420,000 compounds, 15% hits. Potency, µM (top dose mostly 46.2 µM), without a hit: at the top dose activity change, negative = growth inhibition, most hits filed as inhibitors. DT40 Tdp1-/- hTDP1 cells, no CPT, ATP luminescence, 48 h. AID 686978, 2013; further: nearly all actives have a fitted effect of over 55% in size
#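 Cells were dispensed at 400 per well, compounds added by pin tool, plates incubated ≥48 hr at 37 °C, then CellTiter-Glo added for 30 min at room temperature before luminescence reading. Line: DT40 Tdp1-/- complemented with hTDP1; camptothecin omitted.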
# TDP1 cell CPT: qHTS for Inhibitors of human tyrosyl-DNA phosphodiesterase 1 (TDP1): qHTS in cells in presence of CPT; chicken DT40 Tdp1-/-;hTDP1 cells + 20 nM CPT, ATP luminescence, 48 h; Potency, µM (titrated, usually from 46.2 µM), for inactives: at the top dose activity change, negative = growth inhibition, most hits filed as inhibitors; 420,000 compounds, 12% hits; further: nearly all actives have a fitted effect of over 55% in size
#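 Chicken DT40 Tdp1-/- cells stably complemented with human TDP1 were seeded at 400 cells/well in medium containing 20 nM camptothecin, exposed to pin-transferred compounds, and grown at 37 °C for at least 48 hr. Viability was read as ATP luminescence.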
# * = called active by the depositor; ? = inconclusive; . = not tested or not shown; & = joins results of further samples; [ ] = dose if it differs, or a comment. The call rests on the fitted dose curve; in most records, active means well fitted curve in the direction sought with a large enough effect; inconclusive means small, poorly fitted or top-dose-only effect, or another doubt; inactive means no such curve, though single readings can be large; an effect the other way counts as inactive or inconclusive. On the % scale 0 is the no-effect control and ±100 the full control effect; potency means the concentration at half of the fitted maximal effect.
no.	smiles	KAT2A inh	TDP1 cell noCPT	TDP1 cell CPT
1	Cc1cc(C(=O)N/N=C/c2cc(Br)cc(Br)c2OC(=O)c2cccc(F)c2)n[nH]1	-6%	5.8µM*	5.8µM*
2	COc1ccc(Cn2c(=O)[nH]c3cc(C(=O)NCCCN4CCCCC4)ccc3c2=O)cc1	-1%	?	-20%
3	COCCNC(=S)c1ccc(Br)cc1	-10%	?	?
4	O=C(Nc1ccccc1)c1cc2ccccc2o1	-7%	?	-30%
5	CCc1cccc(NC(=O)CCS(=O)(=O)c2ccc(C)cc2)c1	4%	-24%	?
6	CC1(C)NC(=O)N(CCOCCOc2ccc3ccccc3c2Br)C1=O	?	?	?
7	Cc1ccsc1C(=O)OCc1nnc(-c2ccccc2)o1	-2%	-8%	1%
8	COC(=O)[C@@H]1CCCN1Cc1ccc2c(c1)CN(Cc1ccc3c(c1)OCCO3)CCO2	.	-13%	16%[9.04 µM]
9	CCCC(=O)Nc1ccc2nc(SCC(=O)Nc3nccs3)sc2c1	-10%	-3%	7%
10	CCSC1=C(C#N)C(c2ccc(F)cc2)CC(=O)N1 (stereo unspecified)	-5%	-16%	-22%
11	O=C(O)/C=C/C(=O)N1CCN(C(c2ccccc2)c2ccccc2)CC1	-4%	-11%	-9%
12	NC1=NC(c2cccc(Cl)c2)N(CCc2ccc(F)cc2)C(N)=N1 (stereo unspecified)	4%	23µM*	?

# Values by screen from above.
# Entries 2–12 in TDP1 cell CPT, in turn: -20%, ?, -30%, ?, ?, 1%, 16%[9.04 µM], 7%, -22%, -9%, ?
# Entries 2–12 in TDP1 cell noCPT, in turn: ?, ?, ?, -24%, ?, -8%, -13%, -3%, -16%, -11%, 23µM*

# Other results.
no.	smiles	KAT2A inh	TDP1 cell noCPT	TDP1 cell CPT
13	COc1ccc(NC(=O)COC(=O)c2cc(OC)c(OC)cc2NC(=O)c2ccco2)cc1OC	-1%	21µM*	?
14	COc1cc(/C=N/O)c(Br)cc1OCC(=O)Nc1ccccc1C	1%	-21%	9%
15	CCOc1ccc(N/C(SCc2cccc([N+](=O)[O-])c2)=C(/C#N)C(N)=O)cc1	-4%	21µM*	?
16	S=C(NC1CCCCC1)N1CCN(c2ccccn2)CC1	2%	?	-3%
17	N#Cc1ccc(N2CCOCC2)nc1	-6%	8%	1%
18	Cc1ccccc1NC(=O)CCN1C(=O)c2ccccc2Sc2ncccc21	1%	?	-27%
19	Cc1ccc(C2=C/C(=C/c3cccnc3)C(=O)O2)c(C)c1	-7%	?	?
20	CC1=C(C(=O)OCc2ccccc2)C(c2ccccc2Cl)NC(=O)N1CCCC(=O)O (stereo unspecified)	-1%	9%	-5%
21	c1ccc2c(Nc3nc(-c4ccncc4)nc4ccccc34)cccc2c1	0%	?	?
22	CCCS(=O)(=O)N1CCCC(C(=O)Oc2ccc(Cl)cc2)C1 (stereo unspecified)	?	-11%	19%
23	O=C(Nc1ccc(OC(F)F)cc1)c1cc(S(=O)(=O)N2CCOCC2)ccc1F	-9%	?	?
24	CSc1ccc(CCNC(=O)c2cnc3c(C)cccn3c2=O)cc1	2%	-18%	-19%
25	CCS(=O)(=O)n1nc(-c2ccc(Cl)cc2)nc1N	1%	-23%	0%
26	C=CCc1ccccc1OCC(O)CN1CCN(c2ccccc2)CC1 (stereo unspecified)	-20%	?	?
27	O=C(Nc1c2c(nn1-c1ccccc1)CS(=O)(=O)C2)c1ccc2c(c1)OCO2	-18%	1%	-6%
28	Cn1cnnc1SCC(=O)NC1CCCC1	-4%	3%	16%
29	O=C(NCc1ccco1)C1CCN(c2nnc(-n3cccc3)s2)CC1	-7%	-25%	7%
30	O=C(c1ccc(-c2ccc([N+](=O)[O-])cc2)o1)N1CCCCCCC1	-13%	10µM*	12µM*
31	O=C(CCc1nnc2ccc(NCc3ccccc3)nn12)NCC1CCN(C2CCCC2)C1 (stereo unspecified)	-14%	-1%	4%
32	NS(=O)(=O)c1cccc(NC(=O)CSc2nn(-c3ccccc3)c(=S)s2)c1	-7%	?	1%
33	Nc1cccc2cccc([N+](=O)[O-])c12	.	-29%	-18%
34	COc1cc(OC)cc(C(=O)Nc2ccc3c(c2)n(C)c(=O)n3C)c1	-19%	7%	23%
35	Cc1cc(C(=O)CN2CCN(CC(=O)Nc3cccc(F)c3)CC2)c(C)n1C1CC1	2%	4%	4%
36	COc1ccc(C)cc1NC(=O)Cn1c(=O)ccc2cc(S(=O)(=O)N3CCCC3)ccc21	-2%	21µM*	21µM*
37	COc1ccccc1N1CCN(C(=O)c2ccc3c(=O)n4c(nc3c2)CCCCC4)CC1	2%	?	-26%
38	NNC(=O)c1[nH]c(-c2ccccc2)cc1-c1ccccc1	-6%	?	-24%
39	COc1cc(NC(=S)NCc2ccc(S(N)(=O)=O)cc2)c(OC)cc1Cl	4%	?	-18%
40	CC1CCCCC1NC(=O)c1ccc(-n2cncn2)cc1 (stereo unspecified)	2%	-12%	13%
41	CCCN1C(=O)c2ccccc2NC1c1ccc(OC)c(COc2ccc([N+](=O)[O-])c(C)c2)c1 (stereo unspecified)	.	18µM*	?
42	Cc1cc(OCC(=O)Nc2ccc(OCc3ccccc3)cc2)nc(C(C)C)n1	-8%	-29%	-21%
43	Cc1ccc(Nc2c(-c3ccc(N(C)C)cc3)nc3ccccn23)cc1	-12%	?	?
44	COc1ccc(CCNC(=O)C(=O)NCC2CCCN2S(=O)(=O)c2ccc(OC)cc2)cc1 (stereo unspecified)	-5%	?	?
45	COCCn1c(=O)c(-c2cccc(Cl)c2)nc2cncnc21	-9%	-5%	-7%
46	CCOC(=O)C1(C)/C(=N/Nc2cccc(Cl)c2)C(=O)C(=O)N1c1ccccc1 (stereo unspecified)	-7%	-24%	-30%
47	CNC(=O)N(O)C1N(C)C(=O)N(Cc2ccccc2)C1(C)C (stereo unspecified)	0%	1%	-6%
48	O=P(c1ccccc1)(c1ccccc1)c1nc(-c2ccccc2)oc1N1CCOCC1	-9%	-28%	-25%

# Structures shown so far containing a nitro group on carbon:
no.	smiles	KAT2A inh	TDP1 cell noCPT	TDP1 cell CPT
15	CCOc1ccc(N/C(SCc2cccc([N+](=O)[O-])c2)=C(/C#N)C(N)=O)cc1	-4%	21µM*	?
30	O=C(c1ccc(-c2ccc([N+](=O)[O-])cc2)o1)N1CCCCCCC1	-13%	10µM*	12µM*
33	Nc1cccc2cccc([N+](=O)[O-])c12	.	-29%	-18%
41	CCCN1C(=O)c2ccccc2NC1c1ccc(OC)c(COc2ccc([N+](=O)[O-])c(C)c2)c1 (stereo unspecified)	.	18µM*	?

# Going on with the list.
no.	smiles	KAT2A inh	TDP1 cell noCPT	TDP1 cell CPT
49	COc1cccc(NC(=O)Cn2c3ccccc3c3nc4n(c(=O)c32)CCCS4)c1	-12%	?	?
50	CCc1ccc2c(c1)NC(=O)C2(C)Cc1ccc(Cl)s1 (stereo unspecified)	.	?	?
51	O=C(CCNC(=O)N1CC(=O)Nc2ccccc21)Nc1ccc(Cl)cc1	-4%	-1%	-18%
52	CCC(C)(C)n1nnnc1CN1CCN(C(c2ccccc2)c2ccccc2)CC1	-6%	21µM*	?
53	C=CCNC(=S)NCc1ccc(CNC(=S)NCC=C)cc1	1%	-18%	0%
54	CC1(C(=O)Nc2cccc(-n3cnnn3)c2)Cc2ccccc2C(=O)O1 (stereo unspecified)	-10%	-10%	-16%
55	Cc1ccc2occ(/C=N/NC(=O)c3ccccc3C)c(=O)c2c1	-4%	15µM*	16µM*
56	O=C(O)c1ccc2c3c(cccc13)C(=O)N(c1ccccc1)C2=O	-17%	-16%	1%
57	CCN(C(=O)COC(=O)CCOc1ccccc1)c1c(N)n(Cc2ccccc2)c(=O)[nH]c1=O	-3%	?	-24%
58	Cc1cc(C)c(C#N)c(N2CCN(Cc3ccccc3)CC2)n1	-14%	?	-21%
59	Cc1ccccc1CNC(=O)C(=O)NCC(c1cccs1)S(=O)(=O)c1cccs1 (stereo unspecified)	2%	15µM*	13µM*
60	COc1cccc(CNC(=O)[C@@H]2CCCN2C(=O)[C@@H]2CCCN2C(=O)c2cccc(OC)c2)c1	.	-23%	?
61	CCN([C@H](CO)C(C)C)S(=O)(=O)c1ccccc1Br	1%	-1%	-2%
62	O=C(COn1nnc2ccc(Cl)cc21)NCc1ccccc1	-4%	?	-2%
63	C[C@H]1CN([C@@H](C)CO)C(=O)c2cccc(NS(=O)(=O)c3ccc(Cl)cc3)c2O[C@@H]1CN(C)CC1CCCCC1	-3%	?	?
64	CCCCn1cnc2c(SCc3ccccc3F)nc(N)nc21	.	-28%	-11%
65	CC(=O)Nc1ccc(NC(=O)C2Cc3c(-c4cccc(F)c4)ccnc3O2)cc1 (stereo unspecified)	.	-24%	-4%
66	Cc1cccc(C(=O)N2CCCC(CCC(=O)N3CCN(c4ccccn4)CC3)C2)c1 (stereo unspecified)	-1%	?	?
67	CSCCC(NS(=O)(=O)c1ccc(C)cc1)C(=O)NCC(C)(C)N1CCOCC1 (stereo unspecified)	-2%	1%	5%
68	CNC(=O)COC(=O)c1ccccc1C(=O)c1ccc(Cl)c([N+](=O)[O-])c1	-6%	?	?
69	CC(NC(=O)c1cccc(N2CCCC2=O)c1)c1ccc2c(c1)OCCO2 (stereo unspecified)	-4%	-22%	-23%
70	Cc1cc(C)c2cc(C#N)c(N3CCNCC3)nc2c1	.	18µM*	?
71	Nc1c(NCCc2ccccc2)c2ccccc2oc1=O	-11%	?	?
72	O=C(CSCc1nc2c(nnn2Cc2ccc(F)cc2)c(=O)[nH]1)Nc1c(Cl)cc(Cl)cc1Cl	-10%	6%	6%
73	Cc1ccccc1-c1cc(C(=O)NCc2ccc(OC(F)(F)F)cc2)nn1CC1CC(c2cccc([N+](=O)[O-])c2)=NO1 (stereo unspecified)	-10%	18µM*	16µM*
74	O=C(N=C1SC2CS(=O)(=O)CC2N1c1cccc(Cl)c1)C1CCCO1 (stereo unspecified)	-1%	15%	16%
75	Cn1c(=O)[nH]c(=O)c2c1nc(NCCc1ccccc1)n2Cc1ccc(F)cc1	-4%	?	23µM*
76	N#CCCN(CC(=O)O)S(=O)(=O)c1ccccc1	-1%	-15%	-3%
77	CCN(CC)S(=O)(=O)c1ccc(C(=O)OCC(=O)Nc2sc3c(c2C#N)CCCCC3)cc1	-7%	-29%	-18%
78	CCCCN(CC)CCNC(=O)CCC(=O)Nc1ccc2nc(N3CCN(C)CC3)cc(C)c2c1	-6%	2%	0%
79	O=C(NCC1CCCO1)c1cc(-c2ccc(F)cc2)no1 (stereo unspecified)	?	?	?
80	CC1(c2ccc(OC(F)F)cc2)NC(=O)N(CC(=O)NC2CCCCC2)C1=O (stereo unspecified)	-8%	?	-16%
81	Cc1cc(C)c2cc(C(=O)Nc3ccccc3)[nH]c2c1	?	-29%	-26%
82	Cc1nc2cnc(N3CCN(C)CC3)nc2n(Cc2ccc(F)cc2)c1=O	-4%	-23%	-3%
83	CCCCCn1c(=O)[nH]c2cc(C(=O)NC3CCN(Cc4ccccc4)CC3)ccc2c1=O	.	?	?
84	O=C(Nc1ccc(Nc2ccccc2)cc1)N1CCOCC1	0%	?	?
85	COC(=O)C1C2C=CC3(CN(C(C)c4ccc(OC)cc4)C(=O)C13)O2 (stereo unspecified)	-1%	-4%	1%
86	CCN(C(=O)CSc1nc(C)nc2sc(C)c(C)c12)C1CCS(=O)(=O)C1 (stereo unspecified)	-7%	-9%	4%
87	COc1ccc(N(CC(=O)N2CCc3ccccc3C2)S(=O)(=O)c2c(C)nn(C)c2C)cc1	-6%	?	-2%
88	CC1(C2CC2)NC(=O)N(CC(=O)N2CCN(c3ccccc3Cl)CC2)C1=O (stereo unspecified)	1%	?	-29%
89	O=C1CCS/C(=N\N=C\c2ccc(Cl)cc2Cl)N1	-4%	?	15%
90	O=C(COc1ccccc1Cl)N(Cc1cccs1)C1CCS(=O)(=O)C1 (stereo unspecified)	0%	-1%	6%
91	COc1ccc(NC(=O)Cn2nnc(C(=O)NCc3cccs3)c2N)cc1	-5%&-5%	?	?
92	C=CC[C@@H](Cc1ccc(F)cc1)C(=O)OC[C@H]1CCCN1C(=O)[C@H](CC=C)CC(=O)N[C@H](CO)Cc1ccccc1	-9%	?	21µM*
93	CNC(=O)c1ccsc1NC(=O)c1ccc(S(=O)(=O)N2CCCc3ccccc32)cc1	-21%	21µM*	21µM*

# Random draw from the library. Share with any hit: about 18%.
